Screening results from PubChem.
APJ agonist – agonists of human APJ apelin receptor; P35414; CHO-K1 APJ PathHunter beta-arrestin, luminescence; 0% DMSO wells, 100% apelin; activation, % at 20 µM; actives 0.11% (n = 330,000); AID 2520;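 active = activation more than six SD over the plate average, tested at 20 µM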;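 also: 0% = DMSO alone and 100% = apelin-13 at 10 nM; some results filed as inactive read as strong as hits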
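Assay system: CHO-K1 cells stably expressing ProLink-tagged human APJ and arrestin–beta-gal acceptor. Compound dosing: 20 µM single point, 1% DMSO. Times: 16-18 h seeding, 90 min dark compound exposure, 60 min detection. Detection: beta-gal luminescence. Evaluation: APJ–arrestin association signal. Controls: negative DMSO alone, positive Apelin-13 at 10 nM.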
NR3A LBD binder – modulators (binders) of human NR3A ligand-binding domain; actives 2.5% (n = 340,000); Tm shift relative to glycine control, % at 25 µM; AID 1259313; NR3A LBD differential scanning fluorimetry, Tm shift; 0% = protein alone, 100% = glycine-bound protein;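 active = melting temperature shift of at least 10% of the positive control shift, at one fixed dose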
NALP3 yeast inh – inhibitors of NALP3 inflammasome in yeast | Yeast reconstituted NLRP3/ASC/caspase-1, beta-gal luminescence, 24 h | actives 0.39% (n = 330,000) | inhibition, % at 10 µM;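 active = inhibition of 50% or more; inactive = inhibition below 50%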;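 also: plate controls were induced DMSO wells for no effect and uninduced yeast grown without galactose for full effect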
TIM10 inh – TIM10 yeast growth inhibition. S. cerevisiae TIM10 strain growth, BacTiter-Glo luminescence, 24 h. inhibition, % at 10 µM. actives 1.4% (n = 330,000). AID 463195;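 active = inhibition of 40% or more at the single tested concentration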;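 also: wild-type TIM10 isogenic control strain grown at permissive 25 °C; 0% = DMSO yeast wells and 100% = minimal medium wells without yeast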
UPR XBP1 act – adaptive UPR (XBP1) activation | activation, % at 20 µM | CHO-XBP1 luciferase reporter, IRE1-XBP1 UPR activation, luminescence; percent of tunicamycin response, DMSO as zero | actives 0.33% (n = 330,000);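 active = versus positive control, 20 µM dose yields 30% or more activation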;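 also: 100% = tunicamycin at 10 µg/mL and 0% = DMSO only wells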
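Material: CHO cell line with stable XBP1 luciferase reporter; schedule: 16-18 h cell attachment at 37 °C, then 6 h compound exposure; signal: glow luminescence from Steady-Glo reagent; medium: serum-containing F12 medium, 10% FBS; benchmarks: tunicamycin 10 µg/mL and vehicle-only wells; read-out: percent activation relative to tunicamycin reference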
tim10-1 inh – growth inhibitors of tim10-1 mutant yeast; actives 2.2% (n = 330,000); S. cerevisiae tim10-1 ts strain growth, BacTiter-Glo, 24 h; inhibition, % at 20 µM;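 active = inhibition of at least 40%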;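 also: mutant grown at 25 °C; 0% = DMSO wells with yeast and 100% = wells holding no yeast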
CHOP UPR activ – activators of apoptotic arm of unfolded protein response (CHOP) | CHO-CHOP luciferase reporter, UPR activation, luminescence; percent of tunicamycin response over DMSO baseline | activation, % at 10 µM | actives 0.34% (n = 330,000) | AID 449763;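 active = at 10 µM dose, activation of 40% or more, normalized to positive control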;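 also: 100% = tunicamycin at 10 µg/mL and 0% = DMSO alone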
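Evaluation: % reporter activation, DMSO baseline versus tunicamycin full activation; System: CHO-CHOP luciferase reporter cell line; Input: 500 cells/well; Incubation: 6 h compound treatment, 37 °C; Measured by: Steady-Glo luciferase luminescence; Dosing: one dose, 10 µM in 0.5% DMSO; Buffer or medium: F12 medium, 10% FBS; Benchmarks: positive tunicamycin 10 µg/mL, negative DMSO alone.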
Mdm2-MdmX inh – disrupts the human Mdm2-MdmX interaction | O15151+Q00987 | SaOS-2 split-luciferase Mdm2/MdmX complementation, luminescence | inhibition, % at 8 µM | actives 3% (n = 330,000) | AID 485346;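 active = inhibition of at least 50% at 8 µM in the primary screen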
Target sequence (O15151 whole entry, looked up): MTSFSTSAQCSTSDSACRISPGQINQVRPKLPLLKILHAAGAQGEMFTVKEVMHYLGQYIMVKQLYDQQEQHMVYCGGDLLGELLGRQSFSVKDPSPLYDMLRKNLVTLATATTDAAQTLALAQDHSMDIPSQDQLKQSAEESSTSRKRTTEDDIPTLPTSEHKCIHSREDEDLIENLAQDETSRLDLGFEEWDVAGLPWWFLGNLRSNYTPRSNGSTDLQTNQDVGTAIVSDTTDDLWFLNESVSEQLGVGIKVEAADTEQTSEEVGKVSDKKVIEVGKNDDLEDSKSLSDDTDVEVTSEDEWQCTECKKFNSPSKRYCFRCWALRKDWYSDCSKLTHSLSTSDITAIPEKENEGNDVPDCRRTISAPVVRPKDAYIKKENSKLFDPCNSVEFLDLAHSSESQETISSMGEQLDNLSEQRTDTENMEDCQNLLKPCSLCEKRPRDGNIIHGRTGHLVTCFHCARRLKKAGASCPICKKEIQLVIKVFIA
Target sequence (Q00987 whole entry, looked up): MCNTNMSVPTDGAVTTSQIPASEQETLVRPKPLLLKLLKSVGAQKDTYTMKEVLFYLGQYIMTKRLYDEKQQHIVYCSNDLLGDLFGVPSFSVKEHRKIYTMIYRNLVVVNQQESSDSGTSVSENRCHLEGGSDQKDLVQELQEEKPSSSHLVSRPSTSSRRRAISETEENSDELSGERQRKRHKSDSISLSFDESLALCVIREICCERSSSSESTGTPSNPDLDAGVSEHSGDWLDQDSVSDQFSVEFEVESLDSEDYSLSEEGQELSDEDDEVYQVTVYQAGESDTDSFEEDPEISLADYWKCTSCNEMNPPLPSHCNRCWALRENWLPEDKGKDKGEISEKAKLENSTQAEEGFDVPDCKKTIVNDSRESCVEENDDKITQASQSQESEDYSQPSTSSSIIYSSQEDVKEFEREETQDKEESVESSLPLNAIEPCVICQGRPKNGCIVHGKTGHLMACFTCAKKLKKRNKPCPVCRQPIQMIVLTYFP
tim23-1 inh – tim23-1 yeast growth inhibition; S. cerevisiae tim23-1 growth, BacTiter-Glo luminescence, 24 h; inhibition, % at 20 µM; actives 1.3% (n = 330,000);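 active = growth inhibition of the mutant yeast at or above 50%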;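 also: temperature-sensitive mutant grown at 25 °C; plate controls were DMSO-treated mutant yeast for no effect and medium wells lacking yeast for full effect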
Starred values were filed as active, the others as inactive; · = no result given.

SMILES	APJ agonist	NR3A LBD binder	NALP3 yeast inh	TIM10 inh	UPR XBP1 act	tim10-1 inh	CHOP UPR activ	Mdm2-MdmX inh	tim23-1 inh
CN(C1CCCCC1)S(=O)(=O)c1ccc(NC(=S)NC(=O)c2cccs2)cc1	-6	2	14	51*	1	33	-0.1	21	38
Cc1ccc(S(=O)(=O)N2CCC(=O)N(CCOCc3cccc(F)c3)CC2)cc1	5	-3	17	6	0	12	-1.0	-41	4
CCCCCc1nnc(NC(=O)c2ccc(N3CCCC3=O)cc2)s1	-2	1	9	0	2	-4	2.2	4	2
COc1ccccc1OCC(=O)Nc1ccc(Cl)cc1	-3	-1	33	3	1	31	4.6	-15	13
O=C(O)[C@@H]1Cc2ccccc2N1	0	0	8	17	-3	9	-0.6	5	12
COc1cccc(CN2CC(C(=O)N3CCCCCCC3)CCC2=O)c1 (stereo unspecified)	2	1	6	9	-1	1	-1.8	-9	10
O=C(COC(=O)c1ccc(Cl)nc1)Nc1ccc2c(c1)CCC2	2	-1	25	-1	2	-20	-0.9	8	-3
COc1cccc(NC(=O)CN(C)C(=O)c2c(C)nn(CC(C)C)c2Cl)c1	-6	0	19	7	1	15	-0.5	-18	9
CCOc1ccccc1N1CCN(C(=O)CN2C(=O)NC3(CCCC3)C2=O)CC1	-1	-1	14	9	-2	28	-1.2	7	0
Cc1cc(C)c(OCCOCCN2CCCC2)c(C)c1	-1	0	7	-20	2	-10	0.1	4	-2
CC1CCCCC12NC(=O)N(CC(=O)Nc1ccc3[nH]c(=O)[nH]c3c1)C2=O (stereo unspecified)	-5	2	6	-4	-1	1	-0.6	28	12
O=S(=O)(NCC1CCCO1)c1ccc2c(c1)OCCO2 (stereo unspecified)	2	0	10	7	1	6	-0.4	6	19
O=C(Nc1nnc(-c2ccc(Cl)cc2)o1)Nc1ccccc1F	-3	-1	-4	18	1	1	3.2	9	11
Cc1ccc(NC(=O)CSc2nnc(CNC(=O)c3cccs3)o2)c(C)c1	-4	0	9	-6	3	17	0.4	-10	6
CCOc1c(Cl)cc(CNCC(O)c2ccccc2)cc1OC (stereo unspecified)	-5	-1	8	0	1	10	-1.1	11	-3
Cc1cc(OC(=O)c2ccc(C(C)(C)C)cc2)c([N+](=O)[O-])c(=O)[nH]1	1	2	3	1	-7	18	2.3	14	17
Cc1ccc(S(=O)(=O)NC(CC(C)C)C(=O)N2CCCCCCC2)cc1 (stereo unspecified)	-3	0	15	16	-4	37	1.3	23	44
O=C(CCC1=NS(=O)(=O)c2ccccc2N1)NC1CCCCCCC1	9	0	9	2	1	-4	0.3	11	19
CCCNC(=O)NC(=O)CSc1nnc(-c2ccncc2)n1CC	-2	3	4	-8	-1	-16	-0.8	-19	1
CCCCCCOc1cccc(N)c1	0	0	-1	-10	6	13	0.4	2	-5
CCOC(=O)N1CCN(CC(=O)Nc2ccc(C)cc2)CC1	-5	-2	15	-7	-3	-10	-1.1	8	0
O=C(CNc1ccc2c(c1)OCO2)N/N=C\c1ccccc1Cl	1	-7	23	15	2	18	3.7	-13	34
Cc1ccc(C(=O)NCC(=O)OCN2C(=O)c3ccccc3C2=O)cc1C	-4	0	23	-23	0	-23	-0.5	14	-9
COc1ccc(C(=O)COC(=O)[C@H](C)Nc2ccc(C(F)(F)F)cc2[N+](=O)[O-])cc1	-8	-3	-7	7	0	12	-1.0	23	-12
CCC(=O)NC(c1ccco1)c1cc(Cl)c2cccnc2c1O (stereo unspecified)	-4	-3	-25	1	-2	40	-0.1	38	46
O=C(CC(=O)c1ccccc1)Nc1cc(C(F)(F)F)ccc1Cl	6	-10	0	21	0	27	2.4	10	30
CCCCn1nc(C(=O)Oc2ccc3c(C)cc(=O)oc3c2)c2ccccc2c1=O	-1	0	-12	15	-1	18	1.9	27	32
CCC1CN(C(=O)NCc2ccccc2)c2cc(C)ccc2O1 (stereo unspecified)	1	4	18	16	-1	16	4.5	24	16
O=C(c1cc(S(=O)(=O)N2CCCCC2)ccc1N1CCOCC1)N1CCN(Cc2ccccc2)CC1	-3	-1	-2	20	0	14	0.5	15	12
CCC(C)N(C(=O)c1csnn1)C(C(=O)NCc1ccc(F)cc1)c1ccccc1 (stereo unspecified)	-2	1	16	-2	7	24	0.2	10	28
CC(=O)C1C(c2ccc(Cl)cc2)NC(=O)NC1(O)C(F)(F)F (stereo unspecified)	-1	-1	8	8	0	2	-2.7	6	5
N#Cc1ccccc1NC(=O)CN1CCN(c2ccccn2)CC1	-4	2	8	12	-3	-9	-2.4	2	24
CC[C@]12c3[nH]c4ccccc4c3CCN1C(=O)C(CC(=O)NCC13CC4CC(CC(C4)C1)C3)C[C@@H]2C(=O)N1CCN(C(=O)c2ccco2)CC1 (stereo partly specified)	-3	2	15	7	-3	-5	3.3	37	10
Cc1ccc(C(=O)Oc2ccc(-c3nnco3)cc2)o1	-1	·	10	1	7	4	4.2	-20	6
CC(C(=O)Nc1nnc(C2CC2)s1)N1C(=O)C2CC=CCC2C1=O (stereo unspecified)	1	1	8	0	-1	-3	0.0	-46	-4
O=C1C=C(NCc2ccc(Cl)cc2)CCC1	0	-7	-5	-3	0	6	1.2	-4	15
CN(C)S(=O)(=O)N1CCC(Oc2cccc(C(=O)NCCC3=CCCCC3)c2)CC1	12	-1	16	15	-4	33	-0.1	27	17
COc1ccc(CCNC(=O)C2CCN(S(=O)(=O)c3c(C)noc3C)CC2)cc1OC	-3	3	-8	18	-2	4	-1.2	22	-2
O=C(Nc1ccccc1C(=O)NCCN1CCOCC1)c1ccco1	-5	2	-7	-7	3	7	1.1	15	14
CCc1nc(-c2ccccc2)c2ccccn12	-1	-3	7	-1	7	5	-0.2	-2	16
CC(C)C(=O)NNC(=O)C1CC1(c1ccccc1)c1ccccc1 (stereo unspecified)	-2	3	17	-11	-2	11	-0.3	-15	7
C=CCN1C(=O)S/C(=C\c2ccc3c(c2)n(C)c(=O)n3C)C1=O	0	-1	11	17	3	26	4.0	21	2
C/C(=N\Nc1nc(C(C)(C)C)cs1)c1ccccc1	-1	-1	30	16	2	12	13	-97	37
Cc1ccc(NC(=O)C(=O)NCC2CCN(C(=O)c3cccc([N+](=O)[O-])c3)CC2)cc1	-3	-1	17	9	-2	-8	-1.0	-4	10
CN1N=C2c3ccccc3CCC2C1c1ccc(C(F)(F)F)cc1 (stereo unspecified)	-2	-1	13	-17	-6	-12	1.0	49	-30
CC(=O)c1ccc(NC(=O)C2CCCO2)cc1 (stereo unspecified)	-1	5	13	5	-1	19	-0.7	10	3
CC(C(=O)OCC(=O)c1ccccc1)N1C(=O)C2C3CCC(C3)C2C1=O (stereo unspecified)	-3	-2	-1	-7	2	-2	-0.6	18	7
Cc1cccc(OCCn2c(=S)[nH]c3ccccc32)c1	0	0	33	25	-2	31	1.3	-7	37
Cc1ccc(O)c(C(=O)c2cc(C#N)c3nc4ccccc4n3c2)c1	3	4	4	22	1	18	3.1	23	14
Cc1ccc2oc(C(=O)NC3CCS(=O)(=O)C3)c(C)c2c1 (stereo unspecified)	-2	0	8	14	-3	-14	3.3	14	1
CSc1ccc(/C=N\NC(=O)COc2ccc(Cl)cc2Br)cc1	-4	-7	0	11	1	32	2.4	2	18
CCc1ccc(NC(=O)CSc2nccn(-c3ccc4c(c3)OCCO4)c2=O)cc1	10	0	18	18	1	18	-2.5	-49	46
Cc1ccc(CS(=O)(=O)CCC(=O)NCCC(C)C)cc1	1	-2	-9	-12	-1	7	-1.3	-2	-9
O=c1cc(-c2ccccc2)n(S(=O)(=O)c2ccccc2)o1	-2	-1	20	40	0	36	-0.9	10	31
CC1=C(C(=O)OC2CCCCC2)C(c2cccs2)n2c(nc3ccccc32)N1 (stereo unspecified)	-2	-5	12	21	3	3	2.0	31	5
CC(C)Cc1cc(C(=O)N2CCCC(CO)(Cc3ccc(F)cc3)C2)no1 (stereo unspecified)	-7	-2	-4	11	-3	30	-1.3	-13	29
CN(CCc1nc2ccccc2[nH]1)Cc1nc(CC2CC2)no1	0	1	12	-3	-2	17	0.0	-8	14
CCn1ccnc1CN1CCc2c([nH]c3ccccc23)C1C1CCCCC1 (stereo unspecified)	-3	-1	4	13	-3	19	-1.4	-21	4
CCc1cccc(C)c1NC(=O)COC(=O)C(NS(=O)(=O)c1ccc(Cl)cc1)C(C)O (stereo unspecified)	-3	-3	-11	-18	-1	8	2.8	7	9
CC(CCc1ccc(O)cc1)NCc1ccc(Br)cc1 (stereo unspecified)	-2	-3	28	-1	-6	23	2.4	22	5
The list goes on.
SMILES	APJ agonist	NR3A LBD binder	NALP3 yeast inh	TIM10 inh	UPR XBP1 act	tim10-1 inh	CHOP UPR activ	Mdm2-MdmX inh	tim23-1 inh
O=C(NCC1CCCO1)C(=O)N/N=C\c1ccc2c(c1)OCO2 (stereo unspecified)	7	0	13	9	-1	6	1.0	16	-1
N=c1sccn1CC(=O)Nc1cccc(Oc2ccccc2)c1	0	1	10	18	0	20	1.7	13	8
CCOc1ccccc1NC(=O)c1cccc(NC(=O)c2ccco2)c1	-6	-1	17	21	3	21	-1.1	62*	41
CCCCN(C(=O)COC(=O)CSc1cc(C)c2ccccc2n1)c1c(N)n(CCC)c(=O)[nH]c1=O	-4	-1	19	14	-5	12	-1.2	7	-2
Cc1ccc2nc3c(cc(C(=O)NCCc4ccccc4)c(=N)n3CCN3CCOCC3)c(=O)n2c1	0	0	18	-11	0	11	0.6	6	17
O=C(COc1ccc(Cl)cc1Br)N1CCN(c2ccccc2)CC1	-5	2	18	10	-5	23	-0.6	5	5
COC(=O)c1cc(COC(=O)c2nc3nc(C)cc(C)n3n2)oc1C	-1	0	16	-7	-1	0	-1.4	27	-6

No enrichment for hits (roughly 8.2% active in at least one column).
